Source: PubChem BioAssay
UHRF1 MBD2 ctr: blocks human UHRF1 binding to methylated DNA | Q96T88 | UHRF1 binding to methylated oligo, TR-FRET | inhibition, % at 4.4 µM | 370,000 compounds, 0.75% hits | AID 687016; in the data active = inhibition above about 21%;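 note: UHRF1 SRA domain binding a hemimethylated CpG hairpin DNA probe; 0% = median of test compound wells and 100% = reference inhibitor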
HTRA1 inhibitor: HTRA1 (human) protease inhibition; recombinant HTRA1, FP-rhodamine activity-based probe, fluorescence polarization; inhibition, % at 5.96 µM; 340,000 compounds, 0.5% hits; in the data active = inhibition above about 36%;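 note: 0% = enzyme with DMSO and 100% = wells lacking enzyme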
SIAE inh: inhibitors of human sialic acid acetylesterase SIAE; Q9HAT2; SIAE FP-Rh probe binding, fluorescence polarization; inhibition, % at 9.66 µM; 370,000 compounds, 0.69% hits;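 active = inhibition above a cutoff: mean of compounds within the control limits plus 3 SD of those, cut at about 17% in these data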;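 note: 0% = plate median of compound wells and 100% = probe without SIAE protein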
Target sequence (Q9HAT2 whole entry, looked up): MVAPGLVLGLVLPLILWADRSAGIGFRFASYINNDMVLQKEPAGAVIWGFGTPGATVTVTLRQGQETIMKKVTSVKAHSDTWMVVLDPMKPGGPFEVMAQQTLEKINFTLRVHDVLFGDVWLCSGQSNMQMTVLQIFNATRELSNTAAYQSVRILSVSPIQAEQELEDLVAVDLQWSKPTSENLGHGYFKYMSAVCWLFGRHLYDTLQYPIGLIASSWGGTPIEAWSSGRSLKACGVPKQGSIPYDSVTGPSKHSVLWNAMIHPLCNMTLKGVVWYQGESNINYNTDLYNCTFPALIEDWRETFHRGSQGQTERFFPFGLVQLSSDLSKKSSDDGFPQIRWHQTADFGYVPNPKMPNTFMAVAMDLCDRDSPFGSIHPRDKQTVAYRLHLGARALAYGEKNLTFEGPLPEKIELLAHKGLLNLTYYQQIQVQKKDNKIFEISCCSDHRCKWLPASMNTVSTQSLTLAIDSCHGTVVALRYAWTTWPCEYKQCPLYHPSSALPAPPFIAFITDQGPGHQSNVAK
TDP2 inh: TDP2 (human) inhibition, absorbance primary screen | O95551 | inhibition, % at 12.8 µM | 370,000 compounds, 0.34% hits | recombinant TDP2, T5PNP hydrolysis, p-nitrophenol absorbance 415 nm;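 active = inhibition above the mean of all tested compounds plus 3 SD, set per campaign, cut at about 25% in these data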;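 note: 0% = DMSO with enzyme and 100% = buffer with substrate but no TDP2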
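test system = human TDP2 enzyme | input = TDP2 enzyme at 120 nM final | medium = 50 mM Tris-HCl pH 7.5 with Mg2+, KCl, DTT, BSA | also added = T5PNP substrate, 5 mM | times = 2 h at 37 °C | technique = epi absorbance | benchmarks = high control without enzyme, low control DMSO plus TDP2 | replication = each compound tested once, singlicate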
LEDGF integ inh: blocks HIV-1 LEDGF/p75-dependent DNA integration; TR-FRET IN-LEDGF/p75 DNA integration, Eu/Cy5; 370,000 compounds, 0.64% hits; inhibition, % at 3.7 µM;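 active = inhibition above the screen-wide mean plus 3 SD, cut at about 13% in these data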;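 note: signal is the Cy5 over europium emission ratio at 671 and 618 nm; 0% = plate median of compound wells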
ABHD4 inh: inhibits mouse alpha/beta hydrolase domain 4. Q8VD66. purified mABHD4, FP-Rh probe fluorescence polarization. inhibition, % at 8.92 µM. 370,000 compounds, 0.54% hits. AID 720543;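 active = inhibition exceeding the mean over every tested compound plus 3 SD, cut at about 30% in these data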;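 note: 0% = plate median of compound wells and 100% = S159A mutant with DMSO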
Target sequence (Q8VD66 whole entry, looked up, the tested form may be a part): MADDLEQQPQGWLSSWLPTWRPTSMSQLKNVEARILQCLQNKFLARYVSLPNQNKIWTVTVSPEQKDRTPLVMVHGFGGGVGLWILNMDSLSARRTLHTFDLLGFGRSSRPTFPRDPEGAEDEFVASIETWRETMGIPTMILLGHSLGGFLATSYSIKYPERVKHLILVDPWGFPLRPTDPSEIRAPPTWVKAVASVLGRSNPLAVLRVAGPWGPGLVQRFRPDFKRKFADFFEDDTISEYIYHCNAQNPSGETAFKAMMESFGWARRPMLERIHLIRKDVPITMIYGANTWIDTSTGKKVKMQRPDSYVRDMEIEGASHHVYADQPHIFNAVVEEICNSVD
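Test system: mouse ABHD4 enzyme, wild type. Reagent: FP-Rh fluorescent activity-based probe, added after compound pre-incubation. Timing: pre-incubation 45 min, probe exposure 60 min, at 25 °C. Technique: FP readout, ex 525 nm / em 598 nm. Benchmarks: high control S159A mutant with DMSO, low control median of compound wells.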
PRMT1 inh: inhibitors of human PRMT1. 370,000 compounds, 1.3% hits. AID 652257. Q99873. recombinant PRMT1, activity-based probe fluorescence polarization. inhibition, % at 2.79 µM;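 active = inhibition above about 21% made by adding two undisclosed values, limit read from the data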
PG9 Ab binder: small molecules binding HIV-1 gp120 antibody PG9; 360,000 compounds, 0.43% hits; TR-FRET gp120-PG9 antibody binding; inhibition, % at 6.7 µM; in the data active = inhibition above about 8.5%
TCR-CD3 inh: blocks the human TCR-CD3 interaction | TAMRA-labeled TCR probe fluorescence, biochemical | inhibition, % at 9.4 µM | 360,000 compounds, 0.37% hits | AID 651800; in the data active = inhibition above about 19%;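 note: recombinant mutant TCR 2C K166C tagged with TAMRA read by polarization; 0% = receptor in buffer alone and 100% = receptor with positive control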
Tn7 DDE FP: inhibitors of Tn7 peptide binding to human fibrin DD(E); FP displacement of FITC-Tn7 peptide from fibrin DD(E); 0% = median of compound wells per plate; 370,000 compounds, 0.13% hits; AID 720508; inhibition, % at 8.3 µM; P02675;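 active = inhibition above the mean of compounds falling within the control limits plus 3 SD of them, cut at about 14% in these data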;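 note: 0% = plate median of compound wells and 100% = 10 µM Aha-Tn7 peptide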
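Assay system: human fibrin DD(E). Input: DD(E) 2 µM final. Medium: Tris buffer with calcium and detergent, pH 7.8. Compound dosing: single point at 8.3 µM. Timing: 10 min plus 3 h, room temperature. Technique: fluorescence polarization of the labelled Tn7 tracer. Read-out: percent inhibition. Replicates: singlicate testing.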
An asterisk follows results filed as active; x = no result given.

Start of the listing, in advance (2 entries):
UHRF1 MBD2 ctr	HTRA1 inhibitor	SIAE inh	TDP2 inh	LEDGF integ inh	ABHD4 inh	PRMT1 inh	PG9 Ab binder	TCR-CD3 inh	Tn7 DDE FP	Compound
-2	-1	2	-8	4	-1	-9	-0.5	5	-4	Cc1ccc(S(=O)(=O)N(C)C)cc1NC(=O)CCc1c[nH]c2ccccc12
-1	2	4	0	-1	-1	-2	-2.2	6	0	C/C(=N\Nc1ccc([N+](=O)[O-])cc1)c1ccc2c(c1)OCO2

The whole of this part, repeating the preview:
UHRF1 MBD2 ctr	HTRA1 inhibitor	SIAE inh	TDP2 inh	LEDGF integ inh	ABHD4 inh	PRMT1 inh	PG9 Ab binder	TCR-CD3 inh	Tn7 DDE FP	Compound
-2	-1	2	-8	4	-1	-9	-0.5	5	-4	Cc1ccc(S(=O)(=O)N(C)C)cc1NC(=O)CCc1c[nH]c2ccccc12
-1	2	4	0	-1	-1	-2	-2.2	6	0	C/C(=N\Nc1ccc([N+](=O)[O-])cc1)c1ccc2c(c1)OCO2
-2	x	-5	-8	2	3	-1	-0.3	9	-6	CCN(CC)CCn1c(=S)[nH]c2cc(C(=O)N3CC=C(c4ccccc4)CC3)ccc2c1=O
-1	2	0	-12	-3	6	0	0.6	5	4	COC(=O)c1cc(OC)c(OC)cc1NC(=S)Nc1cccc(C(C)=O)c1
2	5	0	-10	1	3	2	-1.2	-4	-5	Cn1c(=O)cc(OCC(=O)NCCC2=CCCCC2)c2ccccc21
6	2	5	-10	-7	0	2	-0.1	-6	0	O=C(CCNC(=O)c1ccccc1Cl)Nc1nnc(C2CC2)s1
2	-3	1	-1	-5	-5	-3	-0.5	0	-3	O=C(CNS(=O)(=O)c1ccccc1)Nc1ccc(C(F)(F)F)cc1
0	1	-6	4	-6	3	3	-0.8	-6	-2	CC(=O)Nc1ccc(Oc2ccccc2)cc1
-1	3	1	13	1	3	0	-1.4	2	10	O=C(O)c1[nH]nc2c1COc1ccccc1-2
-1	x	-2	1	4	5	3	0.9	-4	7	CCOC(=O)C1CSCCS(=O)(=O)N1Cc1cc(F)ccc1Br (centres undefined)
1	0	-1	2	0	3	1	-1.1	4	-5	Cc1nc2nc(-c3ccccc3)[nH]n2c(=O)c1C
-1	-3	0	3	8	3	-3	-0.7	1	-6	O=C(O)c1ccc(Oc2ccc([N+](=O)[O-])cc2)c([N+](=O)[O-])c1
1	14	-1	-3	2	-2	-4	0.8	8	7	COc1ccc(C(C#N)(CCC#N)CCC#N)cc1OC
-2	-6	-8	-20	7	-22	-5	-1.1	5	5	O=C(Nc1nnc(-c2ccncc2)o1)c1ccc(Br)s1
-1	x	-3	-12	-3	-1	1	-0.2	4	-4	O=C(NCC(=O)N1CCCC1)NN=Cc1ccccc1O
1	2	2	7	-1	1	1	-0.2	-7	-2	CCOC(=O)N1CCN(CC(=O)c2c(C)[nH]c3ccccc23)CC1
-1	0	14	-1	0	7	-1	2.6	6	2	Cn1c(NCCCN2CCOCC2)nc2c1c(=O)n(Cc1ccc(Cl)c(Cl)c1)c(=O)n2C
-1	-6	4	-5	0	1	-3	-0.5	7	-6	Cc1ccc(SCc2cc(=O)[nH]c(/N=C(\N)Nc3cccc4ccccc34)n2)cc1
-2	7	3	18	3	9	0	-0.6	2	-8	CCN(C(=O)COC(=O)CSc1ccc(C(N)=O)cc1[N+](=O)[O-])C1CCCCC1
-4	-5	2	6	4	-8	-1	-1.9	6	-2	CCC(=O)Nc1nnc(/C=C/c2ccc(OC)cc2)s1
-2	-6	4	-1	0	-3	-2	2.9	-4	-4	CC(=O)Nc1ccc(S(=O)(=O)NCC(=O)OCC(=O)NC23CC4CC(CC(C4)C2)C3)cc1
1	-32	2	0	1	-14	1	0.6	6	4	CC1(C)OC(=O)N(c2ccccc2)C12C=Cc1c(ccc3ccccc13)O2 (centres undefined)
1	x	-2	8	-1	-14	-3	1.2	-4	7	CC1(C(=O)NCc2ccccc2Br)CCN1Cc1csc2ccccc12 (centres undefined)
-3	3	-3	1	7	1	1	-0.7	-3	0	CNCc1c(OCc2ccc(F)cc2)ccc2ccccc12
0	-1	0	-2	4	-13	-2	0.5	1	-4	O=C(CSc1nnnn1-c1cccc2ccccc12)Nc1ccc(C(=O)O)cc1
5	-4	4	-2	-1	-9	2	1.2	-3	6	COc1c(C)cc(C(=O)C2CCCN(C(=O)c3cc(C)nc(C)n3)C2)cc1C (centres undefined)
-2	x	-5	9	3	-6	-7	x	x	1	O=C(NCCc1ccccc1)OCc1cn(-c2ccc(F)c(F)c2)nn1
-4	-4	3	-7	-1	-1	1	-1.8	-1	-6	c1ccc2c(c1)ccc1ncccc12
3	5	4	-8	1	-2	-9	-0.6	5	7	CC1CCCCC1NC(=O)CSc1nncn1N (centres undefined)
-1	2	-2	-3	-1	0	-1	1.0	5	0	COc1ccc(C(C)NC(=O)C23CC4CC(CC(C4)C2)C3)cc1OC (centres undefined)
-2	-11	5	-13	0	22	9	1.0	4	-10	Cc1cc(F)ccc1NCc1cc2c(cc1[N+](=O)[O-])OCO2
4	x	-7	-18	1	-10	-2	-2.4	-5	-6	COc1ccc(C(=O)NC(=S)Nc2ccc(CN3CCOCC3)cc2)cc1
4	0	1	1	-1	6	2	2.4	-3	2	CCOc1nc(N2CCOCC2)nc(N2CCOCC2)n1
0	3	4	12	6	-1	-3	0.4	5	2	O=C(NC(=S)Nc1ccccc1Cl)c1ccco1
-1	4	-4	-1	3	-3	-1	-0.2	0	-4	O=C(CN1C2CCCC1CC(NC(=O)c1ccco1)C2)Nc1ccccc1C(F)(F)F (centres undefined)
-1	-12	-4	5	-2	-1	-1	-2.0	4	2	COC(=O)c1c(C(=O)OC)c2cc(C(=O)c3ccccc3)ccn2c1Cl
4	-15	-2	4	0	-8	1	1.8	-4	7	Cc1ccc(C(=O)Cn2c(C(=O)/C=C/c3ccccc3)nc3ccccc32)cc1
-3	x	9	3	2	-3	-3	-0.7	4	6	CCOC(=O)c1sc(=S)n(-c2ccccc2)c1C
-2	-25	5	2	-2	-11	0	1.8	6	0	O=C1c2ccccc2C(=O)N1CCc1csc(-c2cccc(Cl)c2)n1
-9	3	7	9	-1	5	2	-3.1	-2	-1	CCN(CC)c1ccc(NC(=O)Nc2ccc(C(C)=O)cc2)cc1
1	5	-2	8	-3	-3	-2	-3.4	4	4	O=C(O)c1ccc(COc2ccccc2Cl)cc1
-4	-22	1	6	3	-17	-2	1.4	6	11	O=C(OCc1ccc(Br)cc1)c1cccc(S(=O)(=O)N2CCCC2)c1
4	6	-7	-1	-4	5	47*	-0.2	-6	7	COc1ccc(CC(=O)Nc2ncc([N+](=O)[O-])s2)cc1OC
0	-21	-11	2	-2	-32	2	1.0	2	1	COc1ccc(C(=O)N2N=C(c3ccc(NS(C)(=O)=O)cc3)CC2c2cccs2)cc1 (centres undefined)
-2	1	0	7	-1	5	1	-1.0	-4	6	CCn1ccnc1CNC(=O)c1cc(COc2ccc(F)cc2F)on1
1	5	-2	8	-1	4	0	-0.5	4	-6	O=C(CCS(=O)(=O)Cc1cccc(Cl)c1)NCCc1ccccc1
0	-8	-23	-12	-7	-8	6	-0.8	4	5	CC(NC(=S)NC(=O)c1ccccc1Br)c1ccccc1 (centres undefined)
0	-14	-4	4	-2	4	-3	0.2	3	3	CCN(CC(=O)Nc1ccc(OC)cc1)CC(=O)Nc1sc2c(c1C(=O)OC)CCCC2
-4	-17	2	2	1	4	-1	1.3	-3	8	Cc1ccc(NC(=S)N2CCCN(Cc3ccc(F)cc3)C2)c(C)c1
-2	-2	-1	4	0	9	4	-0.5	-1	8	CCOc1ccc(NC(=S)NC(=O)c2c(Cl)c(C)nn2C)c([N+](=O)[O-])c1
2	x	-8	-12	-4	10	3	-1.6	4	-4	CC(=O)c1cccc(NC(=O)C2(C)Cc3c(-c4cccc(C(F)(F)F)c4)ccnc3O2)c1 (centres undefined)
0	-10	12	-21	0	-9	-2	-3.0	-5	6	COc1cc(C)c(C)cc1S(=O)(=O)N1CCN(Cc2ccc3c(c2)OCO3)CC1
2	0	3	0	-3	1	2	-0.9	1	4	CC12CCC(=O)N1C(C(=O)NCc1ccccc1Cl)CS2 (centres undefined)
-1	5	-1	4	2	-4	0	-2.1	6	-6	CCOC(=O)Cc1nc(-c2ccccc2)n[nH]1
-1	x	3	4	0	1	-2	-1.4	8	-4	COC(=O)C[C@H]1C=C[C@H](NC(=O)Nc2ccccc2F)[C@@H](CO)O1
0	-9	-4	-13	1	5	1	-1.2	4	-4	O=Cc1ccc(C(=O)OCC(=O)NCCC2=CCCCC2)cc1
15	3	9	-3	-5	3	1	-1.6	0	0	CCOc1ccc(C2NC(=O)NC(C)=C2C(=O)OC)cc1C (centres undefined)
